# Screening data from PubChem.
# TRPML3 agonist = activates the human TRPML3 channel; actives 0.29% (n = 220,000); Q8TDD5; HEK293 TRPML3-YFP, Fluo-8 calcium fluorescence; 100% = the carbachol control signal; activation, % at 3 µM; AID 1448;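 active means activation above its plate's cutoff, the mean activation of the plate's test wells plus 3 SD, cut at about 12% in these data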;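 further: 0% = DMSO only wells and 100% = carbachol wells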
#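 Test system: TRPML3-YFP stable HEK293 cells. Doses: single point at 3 µM. Incubation: dye loading 1 h 37 °C then 30 min ambient, 125 s read. Signal: Fluo-8 calcium dye fluorescence, ex 470-495, em 515-575 nm. Measure: percent activation from peak-to-basal fluorescence ratio, scaled between DMSO and carbachol.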
# NCF1 inh = p47phox (human) inhibition; p47phox/p22phox peptide binding, fluorescence polarization, 2 h; actives 0.53% (n = 220,000); inhibition, % at 24.7 µM; AID 1274; P14598;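 active means inhibition above about 30%, limit read from the data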;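 further: 0% = p47phox with labelled peptide and 100% = labelled peptide alone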
# Target sequence (P14598 whole entry, looked up): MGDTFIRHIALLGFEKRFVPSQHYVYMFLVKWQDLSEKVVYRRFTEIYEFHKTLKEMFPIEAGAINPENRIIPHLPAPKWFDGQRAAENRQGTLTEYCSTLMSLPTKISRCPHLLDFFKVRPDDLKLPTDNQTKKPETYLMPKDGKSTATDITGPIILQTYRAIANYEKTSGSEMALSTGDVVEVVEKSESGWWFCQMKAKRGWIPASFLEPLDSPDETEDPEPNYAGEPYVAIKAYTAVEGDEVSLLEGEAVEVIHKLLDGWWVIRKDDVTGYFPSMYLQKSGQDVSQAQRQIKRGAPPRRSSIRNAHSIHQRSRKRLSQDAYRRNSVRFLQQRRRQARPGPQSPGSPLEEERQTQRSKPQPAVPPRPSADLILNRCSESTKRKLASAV
# CHOP inh = blocks CHOP induction under ER stress; CHO-K1 CHOP-promoter luciferase, tunicamycin-induced, 15-18 h; inhibition, % at 10 µM; actives 3.8% (n = 220,000); AID 2732;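 active means compounds that reduced the stress-induced luciferase reporter signal by more than about 70% of percent inhibition, limit read from the data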;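 further: 0% = tunicamycin plus vehicle and 100% = wells without tunicamycin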
# EBV gp42 inh = blocks Epstein-Barr virus glycoprotein 42 binding; Q1HVG2; Fluorescence polarization binding assay, mP read-out; inhibition, % (tested at 21.74 µM); actives 0.42% (n = 220,000); AID 1085; in the data active means inhibition above about 50%
# TNF death inh = TNF-alpha cell death inhibition in Jurkat FADD-/- cells; AID 463075; Jurkat FADD-/- TNF necroptosis rescue, ATP luminescence, 24 h; 0 = TNF only, 100 = no-TNF cells; actives 0.068% (n = 220,000); activation (protection from cell death), % at 10 µM;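 active means activation, meaning protection from cell death, of at least 50% relative to plate controls; inactive means activation below 50%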;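 further: necroptosis triggered by 40 ng/mL TNF-alpha added together with compound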
# PPC-1+TRAIL kill = PPC-1 cancer cell killing with TRAIL present. AID 1443. PPC-1 cells + TRAIL, ATPLite viability luminescence. cell killing (% activity), % at 4 µM. actives 0.41% (n = 220,000);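 active means cell killing above 50% in the first pass at 4 µM, then a duplicate retest at 5 µM averaging 50% or more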;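 further: plate controls were cells with TRAIL plus DMSO for no effect and medium-only wells lacking cells for full effect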
# zfTRPN1 agonist = zebrafish TRPN1 (NompC) channel agonism. activation, % at 3 µM. HEK293 zebrafish TRPN1-YFP, Fluo-8 calcium fluorescence; 100% = response to 87 µM carbachol. actives 0.18% (n = 220,000). AID 1424;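 active means activation above its plate's cutoff, the mean activation of test wells on that plate plus 3 SD, cut at about 19% in these data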;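 further: 0% = DMSO alone and 100% = 87 µM carbachol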
#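 Assay system: Zebrafish TRPN1-YFP in HEK293 cells | Incubation: Dye loading 1 h at 37 °C, then 30 min room temperature | Measured by: Kinetic Fluo-8 fluorescence, ex 470-495, em 515-575 nm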
# Mdm2 ligase inh = Mdm2 E3 ligase (human) inhibition; cell-based MDM2 ubiquitination luciferase reporter, 2 h; 0 = plate control, 100 = twice control, blank-subtracted; signal enhancement, % at 5 µM; actives 0.11% (n = 210,000); AID 1230;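 active means signal enhancement of 30% or more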;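 further: luminescence tracks abundance of the self-degrading MDM2-luciferase fusion protein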
#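 Material: stable MDM2–luciferase fusion reporter cells / Quantity: 2000 cells/well / Dosing: single 5 µM compound dose, 0.2% final DMSO / Buffer or medium: DMEM / Schedule: 4 h cell settling then 2 h compound exposure, 37 °C / Detection: luminescence with SteadyLite reagent, 15 min at room temperature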
# Runt-SMMHC FRET = blocks binding of human RUNX1 Runt domain to CBFb-SMMHC; Cerulean-Runt/Venus-CBFb-SMMHC FRET ratio 530/480, 1 h; inhibition, % at 20 µM; actives 0.74% (n = 220,000);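 active means mean inhibition across duplicate retests at 20 µM reaching about 50%, limit read from the data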;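 further: 0% = DMSO wells and 100% = wells with excess untagged CBFb-SMMHC; inhibitors lower the FRET ratio by blocking Runt binding to CBFb-SMMHC; some results filed as inactive read as strong as hits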
# Target sequence (Q01196 whole entry, looked up, the tested form may be a part): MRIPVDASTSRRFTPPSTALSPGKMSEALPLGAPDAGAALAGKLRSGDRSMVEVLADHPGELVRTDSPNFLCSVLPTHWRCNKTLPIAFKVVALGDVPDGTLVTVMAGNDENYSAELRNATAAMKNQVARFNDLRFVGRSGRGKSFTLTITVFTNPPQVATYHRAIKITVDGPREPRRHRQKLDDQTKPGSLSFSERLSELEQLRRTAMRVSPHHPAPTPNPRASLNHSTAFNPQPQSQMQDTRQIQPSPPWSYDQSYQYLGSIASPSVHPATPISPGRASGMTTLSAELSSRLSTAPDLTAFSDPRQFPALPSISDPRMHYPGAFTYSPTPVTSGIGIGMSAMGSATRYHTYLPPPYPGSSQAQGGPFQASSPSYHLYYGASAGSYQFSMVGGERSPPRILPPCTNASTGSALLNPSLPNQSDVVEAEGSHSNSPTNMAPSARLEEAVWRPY
# Target sequence (Q13951 whole entry, looked up, the tested form may be a part): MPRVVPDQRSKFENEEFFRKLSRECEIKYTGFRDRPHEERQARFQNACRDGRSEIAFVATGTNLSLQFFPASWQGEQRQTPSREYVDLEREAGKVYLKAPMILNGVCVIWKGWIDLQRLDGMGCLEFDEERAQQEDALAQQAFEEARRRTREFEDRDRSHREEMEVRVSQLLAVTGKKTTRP
# Active calls of the source: *; · = no result given. No enrichment for hits, and some 5.9% of all compounds hit somewhere here.
structure	Runt-SMMHC FRET	zfTRPN1 agonist	PPC-1+TRAIL kill	TRPML3 agonist	NCF1 inh	CHOP inh	EBV gp42 inh	TNF death inh	Mdm2 ligase inh
COc1cc(C(CCN2CCCC2)c2c(OC)cc(OC)c3c(-c4ccccc4)cc(=O)oc23)cc(OC)c1OC (centres undefined)	-0.4	·	13.6	·	6.8	1.8	-7.8	-14.9	8.2
Cc1cc(C)cc(NC(=O)CSc2nnc(Cc3cccn3C)n2-c2ccc(F)cc2)c1	-0.7	-0.1	6.0	-0.1	-29.4	68.2	-0.3	-2.2	-5.5
COc1cc2nc(COc3ccc(C#N)cc3)n(CC#N)c(=O)c2cc1OC	-1.6	2.0	12.8	1.5	-2.1	22.3	5.7	-1.7	-2.0
CCC1(C)Cc2c(sc3nnn(CC(=O)Nc4cccc5ccccc45)c(=O)c23)CO1 (centres undefined)	-5.6	-1.2	-26.2	0.3	-6.6	56.7	-12.4	-5.1	-8.7
CCOc1ccc2nc(COC(=O)c3cccc([N+](=O)[O-])c3)c(C(C)=O)[n+]([O-])c2c1	-8.6	0.1	21.2	0.8	-5.5	10.7	-8.2	1.2	·
Nn1c(SCC(=O)N2CCOCC2)nnc1C1CC1	-2.3	-0.3	2.1	0.8	0.5	-10.5	0.2	0.3	11.8
CC1CN(C(=O)C(Sc2ccccc2)c2ccccc2)CC(C)O1 (centres undefined)	0.7	-1.7	-13.6	0.2	-7.1	18.2	-5.9	0.2	-15.0
COc1ccc(CCNC(=O)CC2SC(=Nc3cc(C)cc(C)c3)NC2=O)cc1OC (centres undefined)	0.5	-1.6	-0.6	-0.8	-3.6	27.4	-14.1	0.2	0.6
CCN(CC)CCCN1C(=O)c2oc3ccccc3c(=O)c2C1c1cccs1 (centres undefined)	58.7	1.9	-8.9	1.2	-15.9	28.2	0.4	1.4	-11.7
CC1=CC(=C(C#N)C#N)C=C(C)N1CCN1CCN(C(=O)Nc2cccc(Cl)c2)CC1	-3.5	0.2	9.1	0.8	-5.4	3.6	-3.4	0.7	15.1
Cc1cccc(Cn2c(C(=O)OC(C)C)cc3c2ccn3C)c1	4.9	-1.7	-6.1	-1.0	-22.6	49.4	3.3	-0.8	-24.6
Cc1ccccc1CC1(CO)CCCN(C(=O)CCCN2CCCCC2=O)C1 (centres undefined)	-8.0	0.9	6.4	1.8	-12.2	17.6	-4.1	0.9	6.2
CCOC(=O)N1CCC(N2CCN(Cc3ccc(F)c(F)c3)C(CCO)C2)CC1 (centres undefined)	·	1.4	·	0.7	0.2	3.7	-9.4	-0.2	-5.4
Cn1c(=O)[nH]c(=O)c2c1nc(NCc1ccco1)n2Cc1ccccc1Cl	-1.7	-0.8	-1.3	0.1	-2.1	-37.3	-0.1	-0.9	-5.5
S=C(NCc1ccncc1)NC1CCCC1	1.4	1.9	-0.1	0.8	4.9	8.5	1.1	-0.2	-5.9
CC1CN(C(=O)COC(=O)c2ccc(N(C)C)cc2)CC(C)O1 (centres undefined)	-2.4	-0.3	15.1	0.9	-22.0	9.2	-3.4	-1.1	-2.1
O=C(Cc1ccccc1)Oc1coc(CSc2ncccn2)cc1=O	-5.0	-0.7	20.7	0.3	7.8	14.2	-6.4	0.7	-6.9
CC(=O)N1[C@H](Cc2ccccc2)C=C[C@]1(C)C(=O)NCc1ccccn1	1.1	0.9	4.5	0.6	-3.5	-9.8	-5.3	-1.3	·
O=C(NN=C1CCCCC1)c1cc(-c2ccccc2)n[nH]1	3.7	1.3	-10.9	0.7	-10.9	13.1	-4.1	2.2	-3.0
CCOc1ccc(OCc2cccc(C(=O)N3CCOCC3)c2)cc1	-0.4	0.8	42.8	0.5	-3.2	85.9*	-20.9	-0.7	-73.9
O=C(CSc1nnnn1Cc1ccccc1)Nc1ccc2c(c1)OCO2	-3.7	-0.5	16.6	-0.1	-12.7	9.6	-5.4	-0.6	-1.3
CCOC(=O)C1CCN(C(=O)Nc2cccc(OC)c2)CC1	0.1	-0.6	6.7	1.0	1.2	6.3	-12.3	1.4	-16.0
Cc1cc(C(=O)O)ccc1-n1c(C)cc(/C=C(/C#N)C(=O)Nc2ccccc2)c1C	-6.0	2.7	8.7	1.8	-11.6	-1.6	6.5	0.3	-16.3
Cc1oc(-c2cccs2)nc1CN1CCN(Cc2ccc(F)c(F)c2)C(CCO)C1 (centres undefined)	-4.8	0.0	15.4	0.8	3.4	20.7	-6.1	1.1	-0.9
CC1(C)NC(=O)N(CC(=O)OCc2cc(=O)n3cc(Br)ccc3n2)C1=O	-4.7	-1.2	8.3	0.1	-9.3	3.6	-14.1	0.4	12.2
Cc1ccc(C)c(-n2cc(CN3CCNC(=O)CC3)c(-c3ccccc3)n2)c1	-2.0	-0.2	10.7	0.8	-0.8	-14.3	9.8	0.7	4.3
Cc1ccccc1CSCCNC(=O)COc1ccc(Cl)cc1	-3.3	-3.0	-1.1	-0.8	0.5	75.3*	-2.5	0.9	-8.0
O=C(C1CCN(Cc2nc(-c3ccc(Cl)cc3)no2)CC1)N1CCOCC1	0.3	3.5	4.5	1.4	-3.6	0.2	7.1	0.0	-3.8
C/C(=N\NC(=S)NCc1ccccc1)c1ccc2ccccc2c1OC(F)F	-3.8	0.2	17.4	0.5	-7.2	47.8	-24.4	-0.7	-16.3
Cc1ccc(C)c(NS(=O)(=O)c2ccc3c(c2)Cc2cc(S(=O)(=O)Nc4cc(C)ccc4C)ccc2-3)c1	0.7	-0.2	1.6	0.6	-5.1	83.0*	-10.4	1.7	6.6

# Three of the entries above in order of their number in TRPML3 agonist, descending.
SMILES,TRPML3 agonist
O=C(C1CCN(Cc2nc(-c3ccc(Cl)cc3)no2)CC1)N1CCOCC1,1.4
CCOc1ccc(OCc2cccc(C(=O)N3CCOCC3)c2)cc1,0.5
CCC1(C)Cc2c(sc3nnn(CC(=O)Nc4cccc5ccccc45)c(=O)c23)CO1 (centres undefined),0.3

# (further entries)
structure	Runt-SMMHC FRET	zfTRPN1 agonist	PPC-1+TRAIL kill	TRPML3 agonist	NCF1 inh	CHOP inh	EBV gp42 inh	TNF death inh	Mdm2 ligase inh
COc1ccc(NS(=O)(=O)c2cc(NC(=O)[C@@H](NC(=O)c3ccccc3)C(C)C)ccc2C)cc1	0.9	-1.2	9.6	-0.1	-10.6	2.4	-1.4	-2.0	20.1
CCOC(=O)c1sc(N=NC2=C(O)CCCC2=O)c(C(=O)OCC)c1C	-19.5	-0.2	25.2	0.0	7.2	15.8	20.9	-3.9	-5.9
CC(=O)Nc1ccc(N/C=C(\C=O)c2nc3ccccc3o2)cc1	29.4	0.3	11.7	1.6	-16.0	-24.3	-22.6	-2.5	-1.2
CCOC(=O)c1ccc(NC(=S)N(CCCN2CCCC2)Cc2cccs2)cc1	3.6	1.3	-10.8	1.9	-4.6	18.9	-6.1	1.4	-1.4
O=S(=O)(c1cc(C(F)(F)F)ccc1Cl)N1CCCCCC1	-3.7	-0.7	25.6	0.5	-1.3	62.4	1.1	-1.1	-5.7
COc1ccccc1CNC(=O)CSc1ccc(C)cc1	-1.3	-0.6	30.5	-0.6	-2.5	12.8	-4.7	0.6	-8.0
O=C1Nc2ccccc2OC1CC(=O)N1CCCC1 (centres undefined)	0.2	0.6	25.6	-0.1	-8.7	22.0	2.2	0.8	-27.6
Cc1ccc(NC(=O)/C=C/c2ccc3c(c2)OCO3)cc1S(=O)(=O)N1CCOCC1	0.0	1.9	10.5	2.1	-119.2	43.8	-11.6	-11.1	5.4
O=C(NCC(c1cccs1)N1CCOCC1)c1ccccc1NS(=O)(=O)c1cc([N+](=O)[O-])ccc1Cl (centres undefined)	-1.2	0.4	-17.6	0.5	6.1	-13.5	-4.6	0.4	-8.4
Oc1ccc(Cl)cc1CNn1cnnc1	-3.3	0.9	5.1	0.6	-3.5	-5.6	-2.2	-0.7	-26.3
NC(=NCCc1c[nH]c2ccccc12)NC(=O)c1ccc(F)cc1	2.1	1.9	16.2	0.1	-36.6	6.3	2.6	-3.4	-18.8
COc1cccc(OCC(O)CN2CCN(c3ccc(Cl)cc3)CC2)c1 (centres undefined)	0.4	1.1	-3.1	1.1	-6.6	30.0	-11.5	4.2	·
CN(CC(=O)Nc1ccc(Cl)cc1)CC(=O)Nc1ccc(F)c(F)c1F	1.0	2.3	-9.7	1.4	0.7	15.6	-2.2	4.5	-10.7
Cc1cccc(CSC2=NN3CCCC(=O)N=C3S2)c1	1.0	0.1	-11.2	0.5	1.6	-18.4	10.3	3.1	·
CC(=O)NC1(C(F)(F)F)C(=O)Nc2c1c(=O)[nH]c(=O)n2CC(C)C (centres undefined)	-5.6	1.2	15.2	0.4	3.5	5.0	7.0	-0.1	·
CCCC1=NN(c2ccc([N+](=O)[O-])cc2)C(=O)/C1=C/N(C)C	-2.4	-0.9	20.3	-0.4	3.5	-21.3	-22.2	-0.5	-10.3
N#Cc1ccc(C(=O)CSc2n[nH]c(=O)n2Cc2ccco2)cc1	1.0	0.7	8.2	0.5	-4.0	16.8	-12.3	1.5	-9.7
Cc1ccc(NC(=O)CCn2cccc2)cc1Cl	0.7	0.0	13.3	-0.4	-9.5	50.0	-9.0	8.1	-17.5
NNC(=O)Cn1nc2n(c1=O)-c1ccccc1SC2	-1.4	-1.0	0.8	0.5	19.5	-14.2	-14.1	-0.5	-8.6
C=C(C)CSc1nnc(-c2ccc(OC)cc2)n1N	-7.9	0.0	19.8	0.9	-1.4	-19.1	5.4	-1.1	-15.0
c1ccc2c(N3CCOCC3)nc(N3CCOCC3)nc2c1	2.2	-0.4	16.8	-0.3	-14.6	-34.2	-4.6	-1.3	-5.0
CCCNC(=O)/C(=C/c1cn(S(=O)(=O)N(C)C)c2ccccc12)NC(=O)c1ccc(OC)cc1	1.9	1.1	5.8	5.7	1.2	42.9	-0.3	2.0	-18.3
Cc1cc(=O)oc2cc(OCC(=O)Nc3nnc(C(C)C)s3)ccc12	6.4	0.2	3.6	0.6	-54.0	28.9	-5.0	1.4	-16.0
CN(Cc1ccc(Cl)s1)C(=O)CCl	0.0	-0.3	14.8	0.6	-0.6	104.9*	5.6	-14.7	-0.9
CC(CCc1ccccc1)NS(=O)(=O)c1ccccc1 (centres undefined)	2.7	-2.8	10.5	-1.4	-16.5	52.7	-3.8	-1.7	-4.9
CC(Nc1cccnc1)=C(C#N)C#N	-0.4	0.7	-8.1	-0.6	-9.1	3.2	-2.9	0.7	0.8
Cc1cc(Cl)nc(Cl)c1C(=O)N1CCOCC1	0.6	0.9	7.4	1.2	-3.0	20.6	-2.1	0.9	5.6
CCOC(=O)c1ccccc1NC(=O)CN(c1ccccc1C)S(C)(=O)=O	-1.0	-1.5	8.4	-0.2	-1.7	61.8	1.2	0.2	-16.2
